FBW7 act: FBW7 E3 ligase activators, primary screen, biochemical, AlphaScreen, human | AlphaScreen FBW7–phospho-cyclin E peptide binding, activator screen | 650,000 tested, 0.13% active | AID 1259310, 2017 | normalized activity (activation), % at 26.1 µM; in the data active means normalized activity above about 1.9%;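 further: purified mutant Fbw7 with reduced substrate affinity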
Target sequence (Q969H0 whole entry, looked up): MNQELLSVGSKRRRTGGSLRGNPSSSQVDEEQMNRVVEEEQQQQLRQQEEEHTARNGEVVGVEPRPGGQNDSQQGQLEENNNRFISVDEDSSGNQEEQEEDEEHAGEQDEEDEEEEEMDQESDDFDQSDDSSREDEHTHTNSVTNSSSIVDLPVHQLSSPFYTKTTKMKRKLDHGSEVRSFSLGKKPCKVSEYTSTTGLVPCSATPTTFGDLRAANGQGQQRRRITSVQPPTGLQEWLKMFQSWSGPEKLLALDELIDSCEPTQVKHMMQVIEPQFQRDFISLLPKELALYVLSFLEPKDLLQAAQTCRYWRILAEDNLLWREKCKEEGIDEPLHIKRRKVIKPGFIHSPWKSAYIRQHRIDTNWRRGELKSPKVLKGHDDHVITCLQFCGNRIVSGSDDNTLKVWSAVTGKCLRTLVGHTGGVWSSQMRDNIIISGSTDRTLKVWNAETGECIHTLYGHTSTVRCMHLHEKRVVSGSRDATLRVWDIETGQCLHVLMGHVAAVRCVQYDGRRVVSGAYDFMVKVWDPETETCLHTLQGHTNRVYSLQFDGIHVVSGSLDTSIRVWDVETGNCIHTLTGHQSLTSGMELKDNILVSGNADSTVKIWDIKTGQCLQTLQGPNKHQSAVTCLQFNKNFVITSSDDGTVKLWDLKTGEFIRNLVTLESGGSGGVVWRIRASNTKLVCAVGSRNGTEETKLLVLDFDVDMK
GPR151 activ: activators of human GPR151, primary screen, cell-based, PathHunter beta-arrestin, luminescence | PathHunter beta-arrestin GPR151 cells | activation, % at 11.2 µM | 650,000 tested, 1% active | AID 1508602, 2020; in the data active means activation above about 4.9%;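 further: 0% = median of compound wells and 100% = cells with positive control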
MITF primary: MITF inhibitors, primary screen, biochemical, AlphaScreen, human; Microphthalmia-associated transcription factor (Homo sapiens), O75030; AlphaScreen MITF homodimerization, bead proximity signal; inhibition, % at 2.6 µM; 650,000 tested, 0.91% active; AID 1259374, 2018; in the data active means inhibition above about 50%;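 further: 0% = vehicle wells with protein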
TEAD-YAP block: TEAD-YAP interaction inhibition, primary screen, TEAD-YAP interaction inhibitor project, luminescence, HEK-TIYL cells; TEAD-Gal4/YAP UAS-luciferase luminescence; inhibition, % at 9.12 µM; 640,000 tested, 1.4% active; AID 1259422, 2018; in the data active means inhibition above about 32%;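 further: 0% = median of test compound wells and 100% = reference inhibitor wells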
* = called active by the depositor; . = not tested or not shown; & = joins results of further samples. An unsorted share of the library; overall some 3.5% were active at least once.

SMILES | FBW7 act | GPR151 activ | MITF primary | TEAD-YAP block
CS(=O)(=O)N1CCN(CC(O)Cn2c3ccccc3c3ccccc32)CC1 (stereo not drawn) | -0.1 | -0.2 | 5 | 18
Cc1ccc(-c2nnc(Nc3ccc(Br)cc3)c3ccccc23)cc1S(=O)(=O)NC(C)(C)C | -0.1 | 0.4 | 0 | -13
CCCCC(=O)N/N=C(\C)CC(=O)Nc1cccc(I)c1 | 0.0 | 1.0 | 1 | -9
O=C(c1ccc(Cl)c([N+](=O)[O-])c1)N1CCN(c2ccccn2)CC1 | -0.1 | -0.9 | 4 | -6
Cc1onc(-c2c(F)cccc2Cl)c1C(=O)N[C@@H]1C(=O)N2C(C(=O)O)C(C)(C)S[C@H]12 (stereo partly drawn) | 0.2 | 1.1 | -4 | .
Oc1ccccc1C1=Nc2ccccc2N=C(c2cccc(Br)c2)C1 | -0.3 | 2.1 | -9 | -73
O=C(Nc1ccccc1)C(=S)N1CCCC1 | 1.3 | 2.0 | 9 | -2
COc1ccc(OC)c(CN2CCCC(C(=O)N3CCCCC3)C2)c1 (stereo not drawn) | -0.1 | -0.3 | 78* | 0
COc1cc(C2Nc3ccccc3C(=O)N2NS(C)(=O)=O)c([N+](=O)[O-])cc1OC (stereo not drawn) | -0.1 | 0.9 | 12 | 10
Cc1ccc(Sc2ncnc(N)c2[N+](=O)[O-])cc1 | 0.0 | -0.6 | -7 | 8
O=c1c(Cl)c(NC2CC2)cnn1-c1ccccc1 | 0.1 | -0.1 | 0 | -1
COC(CNc1cc(-c2ccc(F)cc2)nc(-c2ccccn2)n1)OC | -0.6 | -1.3 | 0 | 43*
O=C(/C=C/c1cn(-c2ccccc2)nc1-c1cccnc1)N1CCCC1 | -0.1 | 0.6 | -1 | 17
O=[N+]([O-])c1cccc(S(=O)(=O)NCCc2cn3ccccc3n2)c1 | -0.3 | -1.1 | 4 | 0
O=C(Cc1cccnc1)N1CCOc2ccc(CN3CCN(c4ccccc4)CC3)cc2C1 | -0.1 | -1.8 | 18 | 1
O=C1c2ccccc2C(=O)N1OCCCCCCON1C(=O)c2ccccc2C1=O | 0.0 | 2.5 | 2 | 5
CCc1cc(=O)oc2cc(OC(C)C(C)=O)ccc12 (stereo not drawn) | -0.2 | 2.4 | -9 | -5
O=S(=O)(c1ccc(-c2cccs2)cc1)C1CCN(CCc2ccccn2)CC1 | 0.1 | -0.1 | 3 | 3
Cc1c(NC(=O)c2ccc(Br)o2)cccc1-c1nc2cccnc2s1 | 0.0 | 0.3 | 15 | -3
CCn1c(N)[n+](CC(=O)NC(=O)NC(C)(C)C)c2ccccc21 | 0.8 | -0.7 | 17 | -5
COc1ccc(OC(C)C(=O)Nc2cc(Cl)ccc2C)cc1 (stereo not drawn) | 1.2 | 9.3* | 6 | 15
O=C(c1ccc(SCc2cccnc2)c([N+](=O)[O-])c1)N1CCc2ccccc2C1 | 0.2 | 0.3 | 10 | 2
O=C(Cc1ccsc1)Nc1cnc2cnc(-c3ccccc3F)cn12 | 0.0 | -0.5 | -11 | -4
CC(=O)N1CCN(C(=O)C2(NC(=O)NCc3ccccc3)CCCCC2)CC1 | -0.2 | -0.1 | 2 | -1
COc1cccc(C2CC(=O)N3CN(Cc4ccccc4)CSC3=C2C#N)c1OC (stereo not drawn) | -0.2 | 1.2 | -14 | 4

Whole records as entered above:
Cc1ccc(-c2nnc(Nc3ccc(Br)cc3)c3ccccc23)cc1S(=O)(=O)NC(C)(C)C reads FBW7 act = -0.1; GPR151 activ = 0.4; MITF primary = 0; TEAD-YAP block = -13
COc1cc(C2Nc3ccccc3C(=O)N2NS(C)(=O)=O)c([N+](=O)[O-])cc1OC (stereo not drawn) reads FBW7 act = -0.1; GPR151 activ = 0.9; MITF primary = 12; TEAD-YAP block = 10
CC(=O)N1CCN(C(=O)C2(NC(=O)NCc3ccccc3)CCCCC2)CC1 reads FBW7 act = -0.2; GPR151 activ = -0.1; MITF primary = 2; TEAD-YAP block = -1

Additional records follow.
SMILES | FBW7 act | GPR151 activ | MITF primary | TEAD-YAP block
O=C1Nc2ccc(S(=O)(=O)NCC(O)c3ccc([N+](=O)[O-])cc3)c3cccc1c23 (stereo not drawn) | 0.2 | -0.6 | -14 | 5
CCOC(=O)COc1cc2oc(=O)c(Cl)c(C)c2cc1Cl | 0.1 | -1.5 | 12 | 8
CCOC(=O)C1CCN(S(=O)(=O)c2cc3[nH]c(=O)c(=O)[nH]c3cc2C)CC1 | 0.0 | 5.2* | -8 | -1
O=C(O)c1ccc(-c2nnn(Cc3ccccc3F)n2)cc1 | -0.1 | -0.3 | -9 | 3
O=C([C@H](O)COc1ccc(Br)cc1)N1CCC(Nc2ccc3cnccc3c2)CC1 | -0.1 | 1.8 | -3 | 10
CC1CCC(C(C)C)C(OC(=O)c2ccc(Cl)c(Cl)c2)C1 (stereo not drawn) | 0.0 | -0.2 | 4 | 11
CCCCOC(=O)c1c(C)oc2ccc(NS(=O)(=O)c3ccc(C(C)(C)C)cc3)cc12 | 0.2 | 0.9 | -1 | 0
COCc1[nH]nc2c1C(c1ccc(-c3ccccc3)cc1)C(C#N)=C(N)O2 (stereo not drawn) | 0.1 | 0.6 | 19 | 0
O=C(Cn1nnc(-c2ccccc2NC(=O)c2cccc(Cl)c2)n1)NC1CCCCC1 | 0.1 | 0.3 | -7 | 0
CN(C)c1nc(SCC(N)=O)nc(N2CCOCC2)n1 | 0.0 | 2.2 | -1 | 0
O=C(N/N=C/c1ccc([N+](=O)[O-])o1)/C(=C/C=C/c1ccccc1)NC(=O)c1ccccc1 | -0.1 | 1.9 | -13 | 6
c1ccc2cc(OCc3ccc(-c4nccnc4-c4nn[nH]n4)cc3)ccc2c1 | 0.1 | -0.2 | -2 | -5
CCCCc1ccc(-c2nc(C=Nc3ccc([N+](=O)[O-])cc3Cl)c(O)o2)cc1 | 0.0 | -0.5 | 18 | 15
O=C(COc1ccc(Cl)cc1)Nc1ccc(Cl)cc1F | 1.4 | 0.4 | 11 | -10
N#Cc1ccc(NC(=O)/C=C/C(=O)O)cc1 | 0.2 | -0.6 | 10 | 5
CCCCCSc1nnc2c(n1)[nH]c1ccccc12 | 0.1 | 0.1 | 13 | -7
COCCn1c(SCC(=O)NC2CCCC2)nnc1-c1ccncc1 | 0.0 | -0.1 | 0 | -3
CCOC(=O)N1CCN(S(=O)(=O)c2ccc(C(=O)Nc3nc4ccc(NC(C)=O)cc4s3)cc2)CC1 | -0.1 | -0.8 | -1 | -2
Cc1[nH]nc2c1C(c1ccccc1)NC2=O (stereo not drawn) | 0.3 | 0.1 | 12 | 4
COc1ccc(C(=O)NCC2OCCc3ccccc32)cc1OC1CCN(C(C)C)CC1 (stereo not drawn) | 0.0 | -0.8 | 15 | -10
COc1ccc(/C=C2\N=C(c3cccc([N+](=O)[O-])c3)OC2=O)cc1 | 0.2 | -1.4 | 4 | 1
CCOCCn1c(=O)c2c(nc3n(-c4cccc(Cl)c4C)c(C)c(C)n23)n(C)c1=O | 0.0 | 0.3 | 3 | 2
Cc1cc(C(=O)CCl)c(C)n1CCc1ccc(F)cc1 | -0.3 | -0.6 | 4 | 26
CCOC(=O)C(=CNCc1cccnc1)C(=O)OCC | -0.1&0.0 | -0.7&0.0 | -1&-9 | -4&2
FC(F)(F)c1ccc(Cn2cnc3c(NCCN4CCOCC4)nc(Nc4ccncn4)nc32)cc1 | 0.1 | -0.1 | 10 | -28
Remaining list, next part
SMILES | FBW7 act | GPR151 activ | MITF primary | TEAD-YAP block
O=C(c1ccc2c(=O)n(-c3cccc(C(F)(F)F)c3)c(=S)[nH]c2c1)N1CCc2ccccc2C1 | 0.0 | 0.7 | 4 | 3
COc1cc(/C=N\NC(=O)c2ccncc2)cc(Br)c1O | 0.2 | 0.8 | 20 | 5
OCC1(Cc2ccccc2)CCN(Cc2c[nH]c3ccccc23)CC1 | 0.1 | -0.4 | 14 | -4
O=C1NC(=O)/C(=C\c2ccc(O)cc2O)S1 | -0.1 | 0.7 | 83* | -23
CC(=O)Oc1ccc2c3c(ccc(C(C)=O)c13)CC2 | -0.2 | 1.1 | 0 | -9
Nc1cc(=O)[nH]c(SCC(=O)N2CCOCC2)n1 | 0.1 | 1.9 | -9 | -16
CCn1c(COc2cccc(C)c2)nnc1SCC(=O)Nc1cccc(C(=O)O)c1 | -0.1 | 6.3* | 4 | 0
COc1ccc(Cl)cc1NC(=O)CCCC(=O)c1ccccc1 | 0.2 | 1.1 | 9 | 2
CC(C)Cc1ccc(C(C)C(=O)N2CCN(C)CC2)cc1 (stereo not drawn) | -0.1 | -0.8 | 10 | 1
c1ccc(CNc2nc(Nc3ccccc3)nc3nc[nH]c23)cc1 | 0.0 | 0.5 | -7 | 7
Nc1nc2nonc2nc1Nc1ccccc1 | 0.1 | 2.2 | 4 | 10
COc1ccccc1C(=O)NCCc1cc2c(OC)ccc(OC)c2[nH]c1=O | -0.1 | 0.3 | 13 | -2
c1ccc(OCCNc2nc(-c3ccccc3)nc3c2ncn3-c2ccccc2)cc1 | 0.0 | 0.0 | 12 | -8
COCCn1c(Cc2cccn2C)nnc1SCC(=O)Nc1cccc(C)c1C | -0.1 | 2.5 | 13 | 2
Cc1ccc2c(c1)=C/C(=C\c1sc(=S)[nH]c1O)C(=O)N=2 | 0.1 | -0.8 | 11 | 3
COc1ccc(C2=NOC(C(=O)N3CCC4(CC3)OCCO4)C2)cc1OC (stereo not drawn) | 0.5 | 2.8 | 17 | 9
COc1ccc(C2=NN=C(C)c3cc(OC)c(OC)cc3C2)cc1OC | 0.0 | 0.7 | -5 | 1
COc1ccc(NC(=O)c2oc3ccccc3c2NC(=O)C(C)(C)C)cc1 | 0.0 | -0.3 | 6 | 4
NS(=O)(=O)c1ccc(Nc2nccc(-c3cccc(OCCN4CCCCC4)c3)n2)cc1 | 0.0 | 0.1 | 26 | 68*
CCc1cc2c(cc1Br)OCCO2 | 1.2 | -0.4 | 7 | 18
O=C(NC1CCCC1)C(c1cccnc1)N(C(=O)c1ccco1)c1ccccc1Cl (stereo not drawn) | 0.0 | -0.6 | 4 | 1
O=C(CCC(=O)c1cccs1)OCc1nnc(-c2ccccc2)o1 | -0.1 | -0.7 | 10 | 1
Cc1ccc(CNS(=O)(=O)c2cccc3nsnc23)cc1 | 0.1 | 0.1 | 20 | -5
O=C(Nc1ccc(F)cc1)c1ccc(C(=O)Nc2ccc(F)cc2)cc1 | -0.1 | -0.1 | -7 | 1
Cc1ccc(S(=O)(=O)CCC(=O)N2CCN(Cc3ccccc3)CC2)cc1 | 0.1 | 0.9 | 13 | 11
More records:
SMILES | FBW7 act | GPR151 activ | MITF primary | TEAD-YAP block
Cn1c(=NC(=O)CN2C(=O)CCC2=O)sc2ccccc21 | 0.1 | -0.1 | 12 | 13
O=C(Nc1nc2nccc(-c3ccccc3)n2n1)C(Cl)(Cl)Cl | 0.0 | -0.4 | 6 | -5
Cc1ccc(-n2c(SCc3ccc(Br)cc3)nc3sc4c(c3c2=O)CCCCC4)cc1 | 0.1 | -1.0 | 33 | -4
COC(=O)/C(C#N)=C/c1cccc(O)c1 | 0.0 | -1.1 | 0 | -4
CCn1cc(CN[C@H]2C[C@H]3C(=O)N[C@H](C)C(=O)N3C2)c(C)n1 | 0.2 | -0.3 | 6 | -7
Cc1cccc(Oc2ccc(N3C(=O)c4cc(Cl)c(Cl)cc4C3=O)cc2)c1C | 0.1 | 0.0 | 9 | 6
CCC(=O)Nc1ccc2nn(-c3ccc(CC)cc3)nc2c1 | 0.5 | 0.0 | 22 | -85
COc1ccc(NC=C(C#N)C#N)cc1 | 0.2 | 0.3 | 19 | -3
COc1ccc(N=C(NC#N)SC)cc1 | -0.1 | 0.4 | -13 | 9
CC1CCCC(NC(=O)C2N(CCN3CCCCC3C)C(=O)C3C(C(=O)Nc4cc(Cl)cc(Cl)c4)C4C=CC32O4)C1C (stereo not drawn) | 0.1 | 1.1 | -6 | -12
COc1ccccc1C(=O)OCC(=O)c1ccccc1 | 0.0 | -1.7 | 7 | 3
COCC1CCCCN1C(=O)c1cc(COc2ccc3ncccc3c2)on1 (stereo not drawn) | 0.1 | 2.1 | 1 | 42*
COc1ccc(CN2CCNC(=O)C2CC(=O)N2CCCCC2)c(C)c1C (stereo not drawn) | -0.1 | 2.6 | 2 | -3
O=C(COc1ccc(Cl)cc1)NCCCS(=O)(=O)N1CCN(c2ccccn2)CC1 | -0.1 | 1.8 | -8 | 26
CCCCN(CC)C(=O)C(=O)Nc1ccc2nc3n(c(=O)c2c1)CCCCC3 | -0.1 | -0.4 | -3 | 4
CC(C)n1cnc2c(NCc3cccc(C(F)(F)F)c3)nc(-c3ccccc3)nc21 | -0.1&0.0 | 0.6&-1.4 | 0&-6 | -9&5

Molecules shown so far that have a thiophene ring, fused or not:
SMILES | FBW7 act | GPR151 activ | MITF primary | TEAD-YAP block
O=S(=O)(c1ccc(-c2cccs2)cc1)C1CCN(CCc2ccccn2)CC1 | 0.1 | -0.1 | 3 | 3
O=C(Cc1ccsc1)Nc1cnc2cnc(-c3ccccc3F)cn12 | 0.0 | -0.5 | -11 | -4
O=C(CCC(=O)c1cccs1)OCc1nnc(-c2ccccc2)o1 | -0.1 | -0.7 | 10 | 1
Cc1ccc(-n2c(SCc3ccc(Br)cc3)nc3sc4c(c3c2=O)CCCCC4)cc1 | 0.1 | -1.0 | 33 | -4
